E coli growth – E. coli V3065 growth inhibition, primary screen, counter-screen for AddAB inhibitor project, absorbance, OD600; 18 h; 0.27% of 330,000 active; inhibition, % at 11.9 µM;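 active means inhibition above the campaign's mean inhibition across all tested compounds plus 3 SD, cut at about 9.9% in these data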;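 further: uninfected addAB+ strain grown without phage in ampicillin broth; 0% = DMSO wells and 100% = ciprofloxacin 0.95 µg/ml wells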
Wnt act – Wnt/beta-catenin pathway activators, primary screen, cell-based, plate reader, single point | Wnt/beta-catenin reporter cell assay, activator | activation, % at 9.35 µM | 1.2% of 300,000 active | AID 743398, 2014; in the data active means activation above about 30%, passing the limit was not always enough; inconclusive means no clear call, values can overlap the other calls;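 further: 0% = neutral control wells and 100% = positive control wells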
MITF act – activators of MITF-driven TRPM1 promoter reporter, primary screen, cell-based, SK-MEL-5, luciferase, single point | SK-MEL-5 TRPM1-promoter luciferase, 24 h; % of positive control, neutral wells = 0 | activation, % at 12.5 µM | 0.75% of 300,000 active | AID 588334, 2011;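 active means mean activation of at least 80% with every replicate also reaching 80%; inconclusive means mean reaches 80% but some replicate falls short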;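 further: 0% = neutral control wells and 100% = parthenolide positive control wells; values of inactives mirror those of a sister screen read the other way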
AddAB inh – growth inhibition of E. coli expressing H. pylori AddAB, primary screen, AddAB inhibitor project, absorbance; inhibition, % at 11.9 µM; 0.29% of 330,000 active; AID 435030, 2010; in the data active means inhibition above about 12%;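 further: 0% = vehicle wells of infected cells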
SR-BI DiI inh – inhibitors of SR-BI mediated HDL lipid uptake, primary screen, ldlA[mSR-BI] cells, fluorescence, single point | inhibition, % at 12.5 µM | ldlA[mSR-BI] CHO cells, DiI-HDL uptake fluorescence, 3 h | AID 488896, 2010 | 0.96% of 320,000 active;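 active means mean replicate inhibition of at least 70% and a set share of replicates each scoring 70 or more; inconclusive means meets just one of the two criteria; inactive means fails both criteria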;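 further: 0% = median of neutral control wells and 100% = median of positive control wells; values of inactives mirror those of a sister screen read the other way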
Target sequence (Q61009 whole entry, looked up): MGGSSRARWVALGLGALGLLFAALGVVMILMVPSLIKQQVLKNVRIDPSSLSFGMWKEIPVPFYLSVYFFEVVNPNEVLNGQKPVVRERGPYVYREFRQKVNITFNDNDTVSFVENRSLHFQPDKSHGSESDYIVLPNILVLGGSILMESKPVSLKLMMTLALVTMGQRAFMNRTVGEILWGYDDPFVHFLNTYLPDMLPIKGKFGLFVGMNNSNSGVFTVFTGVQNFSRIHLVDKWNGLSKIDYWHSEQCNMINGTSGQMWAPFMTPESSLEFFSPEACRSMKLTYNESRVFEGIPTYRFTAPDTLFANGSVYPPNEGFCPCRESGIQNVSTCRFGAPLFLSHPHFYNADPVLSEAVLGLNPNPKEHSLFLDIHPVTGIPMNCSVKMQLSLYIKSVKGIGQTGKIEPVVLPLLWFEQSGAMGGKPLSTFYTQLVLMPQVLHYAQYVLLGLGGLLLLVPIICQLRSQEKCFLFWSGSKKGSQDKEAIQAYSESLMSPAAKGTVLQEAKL
Tat export inh – E. coli Tat export inhibitors, primary screen, MC4100, TorA-mCherry reporter, fluorescence, single point. inhibition, % at 10 µM. 0.036% of 340,000 active;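 active means mean replicate inhibition at least 50% and at least half of replicates individually reaching 50%; inconclusive means only one of the two criteria met; inactive means neither criterion met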;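 further: exported cargo escapes ClpAP degradation while cytoplasmic cargo is degraded and loses fluorescence; 0% = median of neutral control wells and 100% = median of NaSCN control wells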
CAL PDZ FP-1 – CAL PDZ peptide-binding inhibitors, primary screen, biochemical, fluorescence polarization, Cer-tagged CAL PDZ, HTS; purified CAL PDZ, TMR-peptide fluorescence polarization, 1 h; AID 504414, 2011; Golgi-associated PDZ and coiled-coil motif-containing protein (Homo sapiens), Q9HD26; inhibition, % at 20 µM; 0.02% of 330,000 active;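 active means highest replicate inhibition of at least 40%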;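 further: plate controls were DMSO neutral control wells for no effect and unlabeled competitor peptide control wells for full effect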
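material = purified tagged CAL PDZ domain construct (CerCALP) | compound dosing = 20 µM, one dose | times = 1 h at RT | measured by = fluorescence polarization from S- and P-plane intensities, G-factor corrected | read-out = inhibition from polarization loss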
CAL PDZ FP-2 – untagged CAL PDZ binding inhibitors, primary screen, biochemical, fluorescence polarization, HTS | 0.92% of 300,000 active | purified CAL PDZ, TMR-peptide fluorescence polarization, 1 h | inhibition, % at 24.9 µM | Golgi-associated PDZ and coiled-coil motif-containing protein (Homo sapiens), Q9HD26 | AID 602252, 2012;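 active means mean inhibition of at least 30% with at least half of replicates also reaching 30%; inconclusive means no clear call, values can overlap the other calls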;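 further: 0% = DMSO neutral control and 100% = excess unlabeled competitor peptide PRC23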
SR-BI uptake up – activators of SR-BI mediated DiI-HDL uptake, primary screen, ldlA[mSR-BI] CHO cells, DiI fluorescence; 3 h; 100 = double the neutral-control signal; activation, % at 12.5 µM; 0.096% of 320,000 active; AID 504775, 2011;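 active means mean replicate activation of at least 60% and every replicate at or above 60%; inconclusive means mean or all-replicate condition met, but not both; inactive means mean below 60% and not all replicates reaching 60%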;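 further: 0% = median plate neutral-control signal and 100% = twice that signal; values of inactives mirror those of a sister screen read the other way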
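System: LDL receptor-deficient CHO ldlA cells overexpressing murine SR-BI | Timing: 3 h uptake period with compound, 37 °C | Medium: HEPES-buffered (25 mM, pH 7.4) F12 plus 0.5% BSA | Dosing: Single-point compound dose | Signal: Bottom-read fluorescence, 550/595 nm | Read-out: Retained DiI signal reflecting DiI-HDL uptake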
phage Ecoli inh – growth loss of phage-infected E. coli, primary screen, RecBCD inhibitor project, absorbance, with phage, HTS. inhibition, % at 11.9 µM. 0.26% of 360,000 active. AID 651602, 2012; in the data active means inhibition above about 11%
Active calls of the source: *; ? = inconclusive; . = no result given. Compounds were not picked by outcome. About 3.6% of those tested had a hit in this group.

SMILES	E coli growth	Wnt act	MITF act	AddAB inh	SR-BI DiI inh	Tat export inh	CAL PDZ FP-1	CAL PDZ FP-2	SR-BI uptake up	phage Ecoli inh
COc1ccc(-c2c[n+](CC(=O)c3cccs3)c3n2CCC3)cc1	0.2	0	.	1.3	-7	-1	-1.1	2	7	-0.9
COc1ccc(-c2nnn(CC(=O)N(CCN3CCOCC3)C(C(=O)NC3CCCC3)c3ccco3)n2)cc1 (centres undefined)	-0.2	1	-4	0.9	6	-21	-0.8	53*	-6	4.3
COc1ccccc1S(=O)(=O)Cc1ccc(C(=O)NCCN2CCCCCC2)o1	-2.1	-3	-2	4.0	-2	-11	-1.6	4	2	1.4
CC(C)[C@H](CO)N(Cc1cccc(F)c1)c1nc(Nc2cccc(Cl)c2)c2ncn(C(C)C)c2n1	-2.2	-10	-7	-0.3	5	-2	-0.1	-1	-5	0.4
CCCCCCn1c(SCC(C)C)nc2c1c(=O)[nH]c(=O)n2C	0.2	.	6	3.8	18	4	-1.9	-2	-18	2.0
COCC(=O)Nc1nnc(SCC(=O)N2CCCCC2)s1	-0.8	-2	1	1.9	-6	5	-1.9	-4	6	0.9
COc1cc(OC)cc(-n2nc(C(=O)N3CC(C)CC(C)C3)c3ccccc3c2=O)c1 (centres undefined)	0.4	-12	-4	0.3	19	-4	-0.9	-3	-19	2.8
O=c1[nH]cnc2c1cnn2Cc1ccccc1Cl	.	-1	2	.	-43	-2	-0.6	-1	43	0.4
Cc1ccccc1NC(=O)C1CCCN1C(=O)NC1CCCCC1 (centres undefined)	-0.7	-2	.	0.6	-18	-1	-0.2	2	18	2.2
Cc1cc(=O)[nH]c2c1c(C)nn2-c1ccccc1	0.6	0	.	1.9	-12	-3	.	1	12	2.5

CAL PDZ FP-2, hit marks shown above
Compound	Wnt act	MITF act	SR-BI DiI inh	Tat export inh	CAL PDZ FP-1	CAL PDZ FP-2	SR-BI uptake up	phage Ecoli inh
COc1ccc(-c2nnn(CC(=O)N(CCN3CCOCC3)C(C(=O)NC3CCCC3)c3ccco3)n2)cc1 (centres undefined)	1	-4	6	-21	-0.8	53*	-6	4.3

New compounds follow:
SMILES	E coli growth	Wnt act	MITF act	AddAB inh	SR-BI DiI inh	Tat export inh	CAL PDZ FP-1	CAL PDZ FP-2	SR-BI uptake up	phage Ecoli inh
O=C(/C=C/c1ccccc1[N+](=O)[O-])NCC1CCCO1 (centres undefined)	-0.1	.	0	1.9	8	1	-1.2	-3	-8	4.0
COc1ccc(-c2cc(C(=O)O)c(C)o2)cc1OC	-1.6	-3	-38	2.5	-41	-6	-1.0	-1	41	2.3
COc1ccc(-c2nc(C(=O)O)cs2)cc1OC	2.2	0	-2	8.5	-10	1	-0.5	9	10	1.2
Cc1nn(-c2ccccc2Cl)c2sc(C(=O)Nc3nnc(C4CC4)s3)cc12	1.9	-10	4	4.3	4	-2	-1.7	-3	-4	2.6
COc1ccc(Br)c(C(=O)OCc2cc(=O)oc3cc(C)ccc23)c1	0.6	-4	62	2.3	-5	4	-1.4	3	5	1.8
CSc1ccc(CN(C)C(=O)c2cccc(S(=O)(=O)NCc3ccccc3)c2)cc1	-0.4	6	-12	4.5	19	1	-2.7	-2	-19	-1.2
Nc1nc(SCC(=O)Nc2ccc(Cl)c([N+](=O)[O-])c2)n[nH]1	0.0	-2	-4	1.0	-16	-17	0.5	0	16	-0.8
CCOC(=O)C1=C(C)N(CCCC(=O)O)C(=O)NC1c1ccccc1OS(=O)(=O)c1ccccc1[N+](=O)[O-] (centres undefined)	-1.4	0	11	1.8	-16	-2	1.2	-2	16	3.3
CCOC(=O)c1ccc(NC(=O)Cn2cnc(S(=O)(=O)N3CCCC3)c2)cc1	-2.7	.	4	0.2	-7	3	0.5	-5	7	.
CN1CCN(C2=NCCO2)CC1	.	-1	13	.	-16	-3	0.2	-3	16	-0.2
CC1(C)CC(=O)C=C(c2cccc3c2Oc2ccccc2S3)C1	-2.5	0	10	1.3	-5	0	-0.8	-3	5	3.3
COCCOC(=O)c1c(C)oc2ccc(OS(C)(=O)=O)cc12	-1.9	-1	9	2.7	10	-6	.	-2	-10	3.0
Cc1ccc(-c2csc(NC(=O)c3cccc(S(=O)(=O)N4CCN(C)CC4)c3)n2)cc1	-2.1	-8	-23	0.3	5	6	-2.7	-1	-5	2.7
COc1ccccc1C1CCN(C(=S)Nc2ccc(Br)cc2)CC1	1.0	1	-4	0.4	52	11	0.3	3	-52	4.4
COC(=O)Cc1ccc(NC(=S)NCCCO)cc1	-0.4	-4	.	-1.1	2	1	0.5	-1	-2	1.2
O=C(N/N=C\c1ccc(OCC(=O)N2CCCC2)cc1)C(=O)Nc1ccccc1F	2.3	0	3	5.1	30	-2	-0.9	.	-30	4.8
CCCNCc1cc(OC)c(OCCC)cc1Cl	-0.2	.	.	0.5	15	0	-1.1	2	-15	2.0
CCCCOc1ccc(N2C(=O)CC(NCCc3ccc(S(N)(=O)=O)cc3)C2=O)cc1 (centres undefined)	3.5	-7	-14	1.6	12	-6	-2.6	-3	-12	-0.5
O=C(NCC1CCCO1)c1ccc(CS(=O)(=O)c2ccc(Cl)cc2)o1 (centres undefined)	-1.4	.	-3	1.6	-6	4	-1.1	-1	6	4.5
O=C(N=C1SC2CS(=O)(=O)CC2N1c1ccc(Br)cc1Cl)C1CC1 (centres undefined)	0.4	0	6	-0.6	-5	1	-2.4	4	5	-0.3
CC(C)CC(=O)NC(=S)Nc1ccc(Cl)cn1	1.9	8	69	4.3	-4	-5	0.1	-6	4	5.3
CCCN(CCC)C(=O)c1oc2ccccc2c1NC(=O)Cc1cccc(OC)c1	0.0	-4	-8	0.2	23	3	-1.7	-5	-23	-1.9
CCCCCCCC(=O)NNC(=O)c1c(O)c2ccccc2[nH]c1=O	0.3	0	-2	-1.0	.	2	-1.9	-1	.	-1.4
COc1ccc(Cl)cc1-c1csc(N)n1	1.2	-1	.	0.3	-32	0	0.2	.	32	5.7
C/C(=N\Nc1ccccc1[N+](=O)[O-])c1ccc(N2CCOCC2)cc1	-3.4	7	29	-1.0	14	4	-0.7	4	-14	1.9
Cc1nc(SCC(=O)Nc2ccc(N3CCOCC3)cc2)nc(C)c1C	13*	.	-11	14*	-3	-10	-0.8	0	3	13*
CCN1C(=O)/C(=C/C=C2/Sc3ccccc3N2CCO)SC1=S	-1.1	32*	-13	-0.4	34	-12	-0.5	3	-34	0.9
O=C(CN1CCc2ccccc21)NC(c1ccccc1)c1ccccc1	-0.6	-4	-13	1.8	4	-8	0.4	0	-4	0.4
CCOC(=O)CC1=CSC2=NS(=O)(=O)CCN12	1.4	.	5	0.8	-21	-4	-0.5	2	21	2.1
Cc1nnc(SCCc2ccccc2)[nH]c1=O	-0.3	.	10	0.2	12	-2	0.1	-5	-12	2.0
Cc1[nH]c2ccc(C(C)C)cc2c1CC(=O)O	1.0	-1	.	1.1	-202	-2	-0.7	.	?	0.2
CN(Cc1ccc(Cl)cc1Cl)C(=O)CNC(=O)c1ccc2c(c1)OCO2	2.9	-2	-6	-0.5	-36	-5	-2.2	-3	36	3.1
COCCN(C(=O)Cn1nnc2ccccc21)C(C(=O)NC1CCCCC1)c1ccc(OC)cc1OC (centres undefined)	-0.2	-1	1	0.1	0	-6	0.4	-3	0	1.9
CCOc1ccc(NC(=O)CN(C)C(=O)c2cn3ccccc3n2)cc1OCC	-0.9	-1	12	2.2	18	-12	-0.5	1	-18	2.0
COc1ccc(-n2nc(C(=O)c3cccs3)cc(-c3nc4ccccc4[nH]3)c2=N)cc1	-3.1	-1	.	-3.0	61	0	-0.9	-1	-61	-2.9
O=C(NCC(c1cccnc1)N1CCN(c2ccc(F)cc2)CC1)OCc1ccccc1 (centres undefined)	0.9	.	5	1.6	17	5	-0.7	-1	-17	-0.3
COc1ccccc1N1CCN(C2CCCN(C(=O)c3ccsc3)C2)CC1 (centres undefined)	0.4	-1	-6	0.9	3	0	-0.9	0	-3	0.2
COc1ccc(CNC(=O)CN(Cc2ccccc2)S(=O)(=O)c2ccc(Cl)cc2)cc1	0.9	.	3	0.1	-6	11	0.0	2	6	1.7
CCn1ncc(Br)c1C(=O)Nc1cc(C)cc(C)c1	-1.5	.	-5	2.4	46	-10	-0.5	-1	-46	2.6
COc1ccc2nc3oc(C(=O)NCCCOC(C)C)cc3cc2c1	-3.0	4	10	-2.5	-10	-11	-1.9	0	10	2.2
Nc1[nH]n2c(=O)c3c(nc2c1N=Nc1ccccc1)CCCC3	-2.4	.	-3	-0.6	-17	-6	2.4	-1	17	0.7
CCOC(=O)C1CCCN(CC(=O)NC2=Nc3ccccc3N=C(C)C2c2ccccc2)C1 (centres undefined)	-1.6	-8	13	0.2	16	13	-3.3	-1	-16	-0.3
COc1ccc(C(C)C)cc1S(=O)(=O)NCC1CCCO1 (centres undefined)	.	-1	-1	.	-20	-6	-0.8	1	20	1.1
COc1ccc(S(=O)(=O)NCCC(=O)N2CCCC2)cc1N(C)S(C)(=O)=O	1.3	2	7	2.5	.	-4	-2.2	9	.	2.0
CC1(c2nnc(Cc3ccccc3)o2)CC(c2cccc([N+](=O)[O-])c2)=NO1 (centres undefined)	0.9	4	-8	6.0	-15	-4	1.2	-4	15	2.8
O=C(COC(=O)c1ccc(NS(=O)(=O)c2ccc3c(c2)OCCO3)cc1)NC1CCS(=O)(=O)C1 (centres undefined)	-0.8	0	3	5.2	-10	0	0.2	-2	10	4.5
COc1cc(Cl)ccc1OCc1cc(C(=O)NCC(C)c2ccccc2)no1 (centres undefined)	1.8	0	8	3.0	14	5	-0.4	-5	-14	2.0
COC(=O)CN(c1cccc(OC)c1)S(C)(=O)=O	1.4	.	1	2.0	16	21	-0.9	-1	-16	2.7
COCCNC(=O)c1ccc(-n2c(SCc3cccnc3)nc3ccccc3c2=O)cc1	-0.8	-1	5	-1.0	20	-5	-1.3	.	-20	2.0
COc1ccc(OC)c(Nc2c3c(nc4ccccc24)CCC3)c1	-0.2	-6	-18	0.6	0	5	-0.6	3	0	4.0
CCN(CCNC(=O)C1CCC(=O)N1Cc1ccc(C)cc1)c1ccccc1 (centres undefined)	0.6	-3	-4	1.1	.	4	-0.7	9	.	-1.8
